Screening results (PubChem BioAssay)
All columns: NCI-60 one-dose screen, growth in % after 48 h at 10 µM unless noted; 100 = growth as untreated, 0 = no growth, -100 = all killed.
T-47D: T-47D breast cancer | AID 1794792 | actives 5% (n = 79,000)
MDA-MB-468: MDA-MB-468 breast cancer; actives 8.5% (n = 78,000)
SR: SR leukemia cells; actives 8.7% (n = 73,000); AID 1794780
BT-549: BT-549 breast cancer; actives 4.4% (n = 78,000); AID 1794793
HS 578T: HS 578T breast cancer. actives 4.1% (n = 78,000). AID 1794788
MCF7: MCF7 breast cancer | actives 6.3% (n = 82,000)
K-562: K-562 leukemia. actives 7.4% (n = 78,000). AID 1794777
MDA-MB-231: MDA-MB-231 breast cancer; actives 5% (n = 81,000)
* hit, by the source's call; . = no result given; & = joins results of further samples. How the source made its calls: active means growth percent below 10; inactive means the rest. Outcome played no part in choosing rows. Share with any hit: about 13%.

canonical_smiles | SR | K-562 | HS 578T | MDA-MB-231 | BT-549 | T-47D | MDA-MB-468 | MCF7
Cc1ccc(-c2cc(C(=O)N3N=C(c4ccccc4)CC3c3cc(-c4ccccc4)nn3-c3ccccc3)c3ccccc3n2)cc1 (configuration not stated) | 89.1 | 77.7 | 103.2 | 99.9 | 90.3 | 91.4 | 128.0 | 87.2
Cn1c2c(cc(S(=O)(=O)c3ccccc3)c1=O)CCc1c-2cnn1-c1ccccc1Cl | 80.2 | 95.5 | 117.0 | 101.4 | 101.1 | 68.0 | 91.9 | 96.2
CC1=Cc2c(C)ccc(C)c2CC1 | 108.0 | 97.4 | 90.2 | 102.4 | 103.0 | 106.7 | 100.1 | 100.8
C=C(C(=O)c1ccccc1)C(NC(C)(C)C)c1ccccc1 (configuration not stated) | -17.7* | 4.3* | 36.8 | -11.3* | 34.8 | . | -37.3* | 9.6*
O=C(Nc1cccc(Cl)c1)OCC(COC(=O)Nc1cccc(Cl)c1)(COC(=O)Nc1cccc(Cl)c1)[N+](=O)[O-] | 22.4 | 26.4 | 52.1 | 40.3 | 50.8 | 14.7 | 16.5 | 21.1
C=CCN1C(C)(C)NC(=S)C1(C)C | . | 105.5 | 121.3 | 106.5 | 103.9 | 102.5 | 93.3 | 114.0
CC(=O)O[C@@H]1C2CCC3C(CC[C@@]4(C)C3CC[C@@H]4C(C)N(C)C)[C@@]2(C)CC[C@@H]1NC(=O)C=C(C)C (some centres not stated) | -34.5* | 2.2* | 16.0 | -10.3* | 26.4 | -28.0* | . | -16.9*
CCOC(=O)Nc1ccccc1NC(=O)/C=C/c1ccc(NC(=O)c2ccc3c(c2)ncn3-c2ccccc2)cc1 | . | 89.5 | 76.0 | 101.5 | 98.1 | 85.2 | 142.3 | 83.4
COc1cc(/C=C/C(=N\O)c2cc3ccccc3oc2=O)cc(OC)c1OC | 103.7 | 102.1 | 92.7 | 88.3 | 106.5 | 85.4 | 91.6 | 94.7
CC(=O)OC(Cc1ccccc1)(c1ccccc1)C(C)CN1CCN(C)CC1 (configuration not stated) | 97.0 | 102.2 | 94.2 | 83.0 | 104.0 | 105.9 | 86.6 | 94.6
Cc1cc(Nc2ccc(OCc3ccccc3)cc2)nc2cc(O)ccc12 | -17.5* | 5.0* | 106.3 | 37.7 | 69.7 | 69.8 | 6.5* | 39.3
CN1CCN(c2ccc(/C=N/NC(=O)c3cnc4n(c3=O)CCCCC4)cc2)CC1 | 87.4 | 99.6 | 100.2 | 93.3 | 101.7 | 106.7 | 116.4 | 93.2
O=C(CCc1nnc(SCc2ccccc2)s1)c1nc2ccccc2[nH]1 | 74.4 | 80.2 | 106.1 | 77.9 | 107.5 | 95.0 | 103.1 | 92.1
COC(=O)[C@H]1[C@@H](O)CON(c2ccccc2)[C@H]1c1ccccc1 | 103.3 | 97.8 | 96.8 | 115.2 | 104.8 | 104.5 | 109.6 | 102.5
COc1ccc(/C=C(\C#N)c2cc(OC)c(OC)c(OC)c2)cc1 | 12.1 | . | 36.0 | 38.4 | 27.3 | 55.7 | -10.8* | 3.6*
COc1cc(-c2cnc3nonc3n2)c(OC)c2c1OCO2 | 50.1 | 49.2 | 105.1 | 89.4 | 105.3 | 85.4 | 83.5 | 81.3
N=c1c2cn[nH]c2nc2sc3cc(Cl)c(Cl)cc3n12 | 124.5 | 101.6 | 140.8 | 95.7 | 130.1 | 70.6 | 92.0 | 82.1
O=C1/C(=C/c2cc3ccccc3[nH]c2=O)CNC/C1=C\c1cc2ccccc2[nH]c1=O | 86.8 | 93.9 | 105.4 | 111.0 | 115.5 | 98.4 | 103.3 | 90.6
COc1cc(C2CC(c3ccc(Cl)cc3)=NN2C(C)=O)ccc1Oc1nc2c(c(=O)n(C)c(=O)n2C)n1C (configuration not stated) | 78.5 | 100.8 | 80.5 | 85.8 | 83.2 | 76.8 | 76.6 | 70.2
CCN(C(=O)CN1CCN(c2cc3c(cc2F)c(=O)c(C(=O)O)cn3C2CC2)CC1)c1nc(-c2ccc(OC)cc2)cs1 | 23.7 | 32.5 | 81.8 | 68.5 | 73.1 | 78.7 | 60.9 | 73.9
CC(=O)Nc1scc[n+]1Cc1ccccc1 | 76.6 | 99.1 | 106.0 | 115.0 | 103.4 | 101.6 | 103.4 | 98.4
COc1ccc(C2CC(=O)NC2=O)cc1OC (configuration not stated) | 111.9 | 84.2 | 109.1 | 109.0 | 110.7 | 81.0 | . | 91.3
Fc1cc(-c2nnc3n2NC(=Nc2cc(Cl)c(Cl)cc2Cl)CS3)c(Cl)cc1Cl | 52.3 | 63.9 | 87.0 | 87.3 | 100.5 | 90.8 | . | 91.9
CCCCCCCCC(=O)OC(CCC1CCCO1)CCC1CCCO1 (configuration not stated) | . | . | 97.3 | 105.8 | 101.3 | 91.0 | 116.2 | 92.7
COc1ccc(C(=O)CC(C#N)c2ccc3c(c2)OCO3)cc1OC (configuration not stated) | 142.7 | 115.1 | 86.3 | 91.1 | . | 90.2 | 60.5 | 96.3

In a second layout: entries from further up.
Below each SMILES: SR	K-562	HS 578T	MDA-MB-231	BT-549	T-47D	MDA-MB-468	MCF7
Cc1ccc(-c2cc(C(=O)N3N=C(c4ccccc4)CC3c3cc(-c4ccccc4)nn3-c3ccccc3)c3ccccc3n2)cc1 (configuration not stated)
→ 89.1	77.7	103.2	99.9	90.3	91.4	128.0	87.2
Cn1c2c(cc(S(=O)(=O)c3ccccc3)c1=O)CCc1c-2cnn1-c1ccccc1Cl
→ 80.2	95.5	117.0	101.4	101.1	68.0	91.9	96.2
CC1=Cc2c(C)ccc(C)c2CC1
→ 108.0	97.4	90.2	102.4	103.0	106.7	100.1	100.8
C=C(C(=O)c1ccccc1)C(NC(C)(C)C)c1ccccc1 (configuration not stated)
→ -17.7*	4.3*	36.8	-11.3*	34.8	.	-37.3*	9.6*
O=C(Nc1cccc(Cl)c1)OCC(COC(=O)Nc1cccc(Cl)c1)(COC(=O)Nc1cccc(Cl)c1)[N+](=O)[O-]
→ 22.4	26.4	52.1	40.3	50.8	14.7	16.5	21.1
C=CCN1C(C)(C)NC(=S)C1(C)C
→ .	105.5	121.3	106.5	103.9	102.5	93.3	114.0
CC(=O)O[C@@H]1C2CCC3C(CC[C@@]4(C)C3CC[C@@H]4C(C)N(C)C)[C@@]2(C)CC[C@@H]1NC(=O)C=C(C)C (some centres not stated)
→ -34.5*	2.2*	16.0	-10.3*	26.4	-28.0*	.	-16.9*
CCOC(=O)Nc1ccccc1NC(=O)/C=C/c1ccc(NC(=O)c2ccc3c(c2)ncn3-c2ccccc2)cc1
→ .	89.5	76.0	101.5	98.1	85.2	142.3	83.4
COc1cc(/C=C/C(=N\O)c2cc3ccccc3oc2=O)cc(OC)c1OC
→ 103.7	102.1	92.7	88.3	106.5	85.4	91.6	94.7
CC(=O)OC(Cc1ccccc1)(c1ccccc1)C(C)CN1CCN(C)CC1 (configuration not stated)
→ 97.0	102.2	94.2	83.0	104.0	105.9	86.6	94.6
Cc1cc(Nc2ccc(OCc3ccccc3)cc2)nc2cc(O)ccc12
→ -17.5*	5.0*	106.3	37.7	69.7	69.8	6.5*	39.3
CN1CCN(c2ccc(/C=N/NC(=O)c3cnc4n(c3=O)CCCCC4)cc2)CC1
→ 87.4	99.6	100.2	93.3	101.7	106.7	116.4	93.2

More entries follow.
canonical_smiles | SR | K-562 | HS 578T | MDA-MB-231 | BT-549 | T-47D | MDA-MB-468 | MCF7
O=C(O)c1cccc(Br)c1 | 100.2&90.2 | 93.6&89.4 | 100.7&124.0 | 113.9&97.9 | 103.7 | 83.4&92.3 | 101.4&103.8 | 98.2&98.7
CC(=O)O/C=C(\C)C1CCC2C1(C)CC=C1C23C=CC2(CC(OC(C)=O)CCC12C)C1C(=O)OC(=O)C13 (configuration not stated) | 105.2 | 100.5 | 96.0 | 112.2 | 101.7 | 91.2 | 81.6 | 94.1
CC(/C=C/c1ccc(Br)cc1)=N\OCC(=O)Nc1ccccc1 | 84.0 | 102.9 | 99.2 | 108.6 | 96.6 | 94.5 | 109.6 | 85.4
Cc1cc(F)ccc1S(=O)(=O)Nc1cc(-c2c(O)ccc3ccccc23)c(O)c2ccccc12 | 18.8 | 14.8 | 42.3 | 22.7 | 30.1 | 7.5* | -1.5* | 30.1
O=C(c1nc2ccccc2[nH]1)C1C(c2ccco2)C2CC3CCCCC3N2[C@@]12C(=O)Nc1cc(Cl)ccc12 (some centres not stated) | 28.0 | 53.0 | 76.6 | 66.0 | 80.0 | 42.7 | 68.4 | 43.7
COc1ccc(-c2nc3sccn3c2/C=C\c2cc(OC)c(OC)c(OC)c2)cc1 | . | 21.0 | 53.4 | 72.3 | 87.3 | 65.5 | 75.4 | 58.9
CO[C@H]1/C=C(/C)CCC[C@H](C)[C@H](O)[C@@H](C)C(=O)C(C)(C)[C@@H](O)CC(=O)O[C@@H]1/C(C)=C/c1csc(C)n1 | 19.6 | 13.9 | -21.3* | 10.3 | 32.3 | 42.3 | -23.3* | 20.4
O=C(O)CCCCC(=O)c1ccccc1 | 115.9 | 115.7 | 131.9 | 95.7 | 120.3 | 100.1 | 97.2 | 95.7
Cc1ccc(NC(=O)c2cccc(CN3CCN(C)CC3)c2)cc1Oc1ccc(-c2[nH]nc3ncnc(N)c23)cc1 | 6.6* | 10.6 | 64.2 | 60.7 | 95.8 | 82.6 | 51.3 | 41.4
COc1ccc2c(c1)CC/C(=C\c1cccc(OCC(=O)Nc3nccs3)c1)C2=O | 91.7 | 101.1 | 101.6 | 107.1 | 107.6 | 108.8 | . | 68.6
CCOc1ccc(-n2cnc3c(=O)[nH]c(N)nc32)cc1 | 128.1 | 119.0 | 102.0 | 102.3 | 105.3 | 119.1 | 110.7 | 103.0
CO[C@H]1C[C@@H]2CC[C@@H](C)[C@@](O)(O2)C(=O)C(=O)N2CCCC[C@H]2C(=O)O[C@H]([C@H](C)C[C@@H]2CC[C@@H](OP(C)(C)=O)[C@H](OC)C2)CC(=O)[C@H](C)/C=C(\C)[C@@H](O)[C@@H](OC)C(=O)[C@H](C)C[C@H](C)\C=C/C=C/C=C/1C | 13.1 | 48.4 | . | 71.7 | 39.7 | 11.5 | 39.9 | 30.5
O=C(Nc1ccc(-n2ccc3c(NC(=O)c4ccccc4)ncnc32)cc1)Nc1ccc(Cl)c(Cl)c1 | -6.1* | -39.8* | . | 26.7 | 33.3 | 33.5 | -36.7* | 0.3*
Cc1c(C(=O)/C=C/c2ccc(N(C)C)cc2)nnn1-c1ccc(C(=O)O)cc1 | 102.2 | 98.5 | 98.1 | 95.9 | 97.8 | 99.9 | 93.1 | 90.3
Nc1c(C(=O)c2ccc(F)cc2)sc2nc3c(cc12)CCCC3 | 46.3 | 25.8 | . | 85.7 | 90.7 | 79.9 | 59.9 | 80.4
COc1ccc(Nc2ncnc3c2cnn3-c2cccc(Br)c2)cc1 | 119.1 | 97.5 | 95.5 | 93.1 | 88.1 | . | 92.3 | 92.2
Nc1cc(Cl)c([N+](=O)[O-])cc1O | 75.5 | 106.3 | . | 91.6 | 87.2 | 76.0 | . | 79.3
O=C(c1c[nH]c2ccccc12)C(Sc1nc2ccccc2c(=O)[nH]1)c1ccccc1 (configuration not stated) | 67.9 | 100.9 | 88.6 | 91.6 | 87.2 | 81.0 | . | 101.0
CCN(CC)CCOC(=O)C(c1ccccc1)C1CCCCC1 (configuration not stated) | 100.4&83.4 | 97.1&63.3 | 103.9&90.0 | 110.2&98.6 | 100.8&111.3 | 85.0&88.5 | 107.7&95.9 | 95.5&100.3
COc1ccc(-c2nnc3c4nnc(C)n4c4ccccc4n23)cc1OC | 80.1 | 92.8 | 104.1 | 95.9 | 92.0 | 102.3 | 105.2 | 94.3
O=c1[nH]cccc1N=Nc1ccc(S(=O)(=O)NC2NCCS2)cc1 (configuration not stated) | . | 110.3 | 109.2 | 101.0 | 107.2 | 98.8 | 101.1 | 98.6
C[C@@]1(F)[C@H](O)[C@@H](CO)O[C@@H]1n1cnc2c(N)nc(F)nc21 | 91.9 | 98.2 | 102.1 | 99.0 | 95.9 | 97.3 | 110.7 | 95.9
COc1cc(NC(=O)c2cc(OC)c3ccn(C)c3c2)cc2c1C[C@]1(C)CC[C@@H](O)C(C)(C)[C@H]1O2 | 19.2 | 20.2 | 10.2 | 57.7 | 36.9 | 57.5 | 69.6 | 38.5
Nc1[nH]c(=O)n(Cc2ccccc2)c(=O)c1Cc1ccccc1 | 95.8 | 98.0 | 92.9 | 102.1 | 114.5 | 96.8 | 95.2 | 92.4
COC(=S)SCc1cc(=O)oc2ccc(OC)cc12 | 65.7 | 81.8 | 98.0 | 86.4 | 94.0 | 66.5 | 97.3 | 82.3
O=C(NNCc1ccccc1)c1ccccc1 | 115.6 | . | 106.0 | . | 110.1 | 105.1 | 97.1 | 101.6
CCCCCCCCCCCCCCCC(N)c1ccccc1 (configuration not stated) | -26.1* | 0.4* | 60.6 | -71.9* | 92.9 | 33.5 | -82.2* | -67.3*
CCN(CC)CCOC(=O)c1cccc(-c2ccccc2)c1OCCN(CC)CC | 106.8 | 102.3 | 105.8 | 127.8 | 105.9 | 107.6 | 112.8 | 97.4
CCOC(=O)c1csc(NC(=O)c2ccc(NC3CCCCC3)c([N+](=O)[O-])c2)n1 | 102.1 | 102.5 | 84.8 | 80.7 | 90.7 | 97.4 | 82.8 | 94.4
O=C(O)c1ccc(C(=O)O)nc1 | 102.4 | 105.5 | 113.9 | 120.0 | 104.3 | 99.3 | 103.5 | 94.3
